Screening results (PubChem BioAssay)
Menin-MLL TR inh = menin-MLL binding inhibition, Texas Red mutant peptide | AID 1768 | Menin + Texas Red MLL mutant peptide, fluorescence polarization | Potency, µM (highest dose often 61.6 µM), for inactives: at the top dose FP activity change, negative = inhibition, usual class: inhibitors | actives 0.23% (n = 270,000) | O00255; active = well fitted inhibition curve with a large enough effect in the polarisation, with a control signal flat, not every such curve was filed as active; inconclusive = small, poorly fitted or top-dose-only effect, or effect the other way, or a change in a side signal; inactive = no such curve, though single readings can be large or run the other way; the % refers to the polarisation; also: potency is read from the fitted curve at half-maximal effect; % of control where 0% means no effect; many of its hits are not listed in these tables
RORg inh = blocks mouse ROR gamma transcriptional activity. Drosophila S2 Gal4-RORgamma UAS-luciferase reporter, 20 h. Potency, µM (highest dose often 53.6 µM), for the others: top-dose activity change, negative = inhibition, most hits filed as inhibitors. actives 5.4% (n = 310,000); also: potency is read from the fitted curve at half-maximal effect; % is scaled to controls: 0 for no effect and ±100 for the full control effect; nearly all actives have a fitted effect of over 60% in size
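Compounds are pin-transferred onto Drosophila Schneider cells expressing a copper-inducible Gal4–ROR gamma transactivation domain fusion. After 1 hr, copper sulfate is added to 700 uM final; luciferase is read 20 hr later.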
VP16 counter = inhibits Gal4-VP16 luciferase reporter, ROR gamma counter-screen | actives 3.5% (n = 310,000) | Drosophila S2 Gal4-VP16 UAS-luciferase, luminescence, 20 h | Potency, µM (doses to about 53.6 µM), without a hit: at the highest dose activity, negative = inhibition, hits mostly inhibitors | AID 2546;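 also: Gal4-VP16 expression switched on by copper sulfate through the metallothionein promoter; potency is read from the fitted curve at half-maximal effect; % is scaled to controls: 0 for no effect and ±100 for the full control effect; nearly all actives have a fitted effect of over 50% in size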
BRCA1 expr act = activators of BRCA1 expression; Potency, µM (top dose mostly 46.1 µM), for inactives: at the top dose activation, hits mostly activators; MCF7-BRCA1-FFLuc reporter, luminescence, 48 h; response scale: scaled: vehicle 0%, 10 µM genistein 100%; actives 1.1% (n = 380,000); also: potency is read from the fitted curve at half-maximal effect; nearly all actives have a fitted effect of over 80% in size; some results filed as inactive show a strong effect at the top dose
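48 h compound treatment of MCF7-BRCA1-FFLuc cells (phenol-red free MEM, 37 °C), then 15 min with luciferase substrate and luminescence imaging.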
PKM2 activator = increases activity of human pyruvate kinase M2; purified PKM2, Kinase-Glo ATP luminescence, activation; response scale: 0% is enzyme alone, no compound; Potency, µM (titrated, usually from 57.5 µM), without a hit: at the top dose activation, hits mostly activators; actives 0.34% (n = 260,000); P14618; also: potency is read from the fitted curve at half-maximal effect; % is scaled to controls: 0 for no effect and ±100 for the full control effect; nearly all actives have a fitted effect of over 55% in size
Target sequence (P14618 whole entry, looked up): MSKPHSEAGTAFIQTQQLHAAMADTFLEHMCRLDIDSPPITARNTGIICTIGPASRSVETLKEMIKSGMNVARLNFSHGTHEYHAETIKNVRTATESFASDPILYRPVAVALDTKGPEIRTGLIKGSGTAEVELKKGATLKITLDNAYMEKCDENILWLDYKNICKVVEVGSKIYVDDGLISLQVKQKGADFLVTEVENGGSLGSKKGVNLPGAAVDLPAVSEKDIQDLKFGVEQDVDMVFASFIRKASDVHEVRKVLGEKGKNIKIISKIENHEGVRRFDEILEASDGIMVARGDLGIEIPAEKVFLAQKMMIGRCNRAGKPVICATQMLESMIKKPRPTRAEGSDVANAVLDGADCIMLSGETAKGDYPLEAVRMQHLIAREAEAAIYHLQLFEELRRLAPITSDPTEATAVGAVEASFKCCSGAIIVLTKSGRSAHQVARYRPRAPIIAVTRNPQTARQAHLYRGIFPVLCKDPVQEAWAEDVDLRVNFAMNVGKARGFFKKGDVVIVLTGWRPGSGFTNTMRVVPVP
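hPK-M2, >95% pure; 0.1 mM ADP / 0.5 mM PEP final; imidazole pH7.2 buffer w/ 7 mM MgCl2, 50 mM KCl; 1 h RT; Kinase-Glo lum. Intermediate enzyme activity for dual inhibitor/activator qHTS.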
ELG1 genotoxic = induces genotoxicity in HEK293T cells with luciferase-tagged ELG1; HEK293T ELG1-luciferase reporter, luminescence, 16 h; Potency, µM (titrated, usually from 46 µM), without a hit: at the highest dose activity change, positive = activation, hits mostly activators; actives 1.3% (n = 330,000); AID 504466; also: potency is read from the fitted curve at half-maximal effect; % of control where 0% means no effect; nearly all actives have a fitted effect of over 60% in size
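Step 1: seed 2,000 HEK293T ELG1-luciferase cells per well. Step 2: add compound or DMSO, incubate 16 hr at 37 °C. Step 3: ONE-Glo, 30 min at room temperature, read luminescence.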
Giardia killer = Giardia lamblia killing | activity change, % at 7.66 µM, hits read low | AID 540267 | Giardia lamblia trophozoite viability | actives 0.15% (n = 340,000); in the data active = activity change below about -80%; inconclusive = between about -30% and that limit;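 also: parasites exposed to compound for two days anaerobically before the ATP read; % is scaled to controls: 0 for no effect and ±100 for the full control effect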
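Each well holds 100 Giardia trophozoites and compound. After two days (48 hrs) at 37 deg C in anaerobic conditions, ATP is quantified by luminescence.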
Rab9 prom act = Rab9 promoter activation | Huh7 Rab9 promoter-luciferase reporter, luminescence, 24 h | Potency, µM (titrated, usually from 9.22 µM), for the others: at the highest dose activation, negative = inhibition, actives largely listed as activators | actives 2.8% (n = 320,000); also: potency is read from the fitted curve at half-maximal effect; % of control where 0% means no effect; nearly all actives have a fitted effect of over 60% in size
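Measured in stably transfected Huh7 cells bearing a Rab9 promoter–luciferase construct: 24 h compound treatment at 37 °C, followed by luminescence detection.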
FLuc counter = inhibits or activates purified firefly luciferase, miR-21 counter-screen | P08659 | purified FLuc, Km substrates, luminescence inhibition | Potency, µM (highest dose often 57.5 µM), without a hit: top-dose activity change, negative = inhibition, actives largely listed as inhibitors | actives 6.9% (n = 360,000) | AID 588342;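 also: potency is read from the fitted curve at half-maximal effect; plate controls were vehicle for no effect and reference inhibitor for full effect; nearly all actives have a fitted effect of over 55% in size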
Target sequence (P08659 whole entry, looked up): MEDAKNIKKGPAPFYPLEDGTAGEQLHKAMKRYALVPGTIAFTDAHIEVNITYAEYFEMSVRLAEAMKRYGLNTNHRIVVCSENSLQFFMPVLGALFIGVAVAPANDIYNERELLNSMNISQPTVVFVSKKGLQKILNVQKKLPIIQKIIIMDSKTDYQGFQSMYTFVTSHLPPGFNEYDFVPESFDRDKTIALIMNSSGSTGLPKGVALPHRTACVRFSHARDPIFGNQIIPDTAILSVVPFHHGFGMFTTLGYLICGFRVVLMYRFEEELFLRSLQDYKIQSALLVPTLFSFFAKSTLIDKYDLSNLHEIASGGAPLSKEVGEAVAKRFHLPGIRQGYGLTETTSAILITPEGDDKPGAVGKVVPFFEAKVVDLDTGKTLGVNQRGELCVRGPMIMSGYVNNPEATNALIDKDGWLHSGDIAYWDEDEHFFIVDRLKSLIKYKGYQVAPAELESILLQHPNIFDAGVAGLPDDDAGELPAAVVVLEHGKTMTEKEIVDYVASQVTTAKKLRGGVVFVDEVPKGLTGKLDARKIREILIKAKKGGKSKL
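Purified P. pyralis luciferase (10nM final) with 10uM D-luciferin and 10uM ATP (Km levels) in 50mM Tris acetate pH 7.5, 10mM Mg acetate, 0.01% Tween-20, 0.05% BSA; qHTS 6-point titration, ~60 µM downward; luminescence read.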
NPC1 prom act = NPC1 promoter activation. actives 2.4% (n = 320,000). Potency, µM (top dose mostly 9.22 µM), for inactives: at the top dose activation, usual class: activators. Huh7 NPC1 promoter luciferase reporter, 24 h;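 also: potency is read from the fitted curve at half-maximal effect; % of control where 0% means no effect; nearly all actives have a fitted effect of over 60% in size; reporter is driven by a mutant NPC1 promoter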
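Compounds in DMSO were transferred onto Huh7 NPC1-luciferase reporter cells pre-incubated 2 h; after 24 h at 37 °C, Amplite reagent was dispensed and luminescence recorded 10 min later.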
p53 reactivation = restores transcriptional activity of mutant p53 | H1299 p53-A138V BP100-luciferase reporter, luminescence, 24 h | Potency, µM (doses to about 92.2 µM), without a hit: at the highest dose activity change, positive = activation, usual class: activators | actives 0.063% (n = 320,000) | AID 504706; also: potency is read from the fitted curve at half-maximal effect; % of control where 0% means no effect; nearly all actives have a fitted effect of over 45% in size
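H1299 (p53-null), stable ts p53-A138V + BP100-Luc; 1000 cells/well, Opti-MEM/10% FBS; cpd 4 pt, 1:5; 24 h, 37 deg C, 5% CO2; detection reagent 10 min RT; luminescence.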
* hit, by the source's call; ? = inconclusive; . = not tested or not shown; & = joins results of further samples; [ ] = remark or other dose. Unless noted, calls follow the shape of the dose curve; as a rule, active = well fitted curve in the direction sought with a large enough effect; inconclusive = small, poorly fitted or top-dose-only effect, or another doubt; inactive = no such curve, though single readings can be large; an effect the other way counts as inactive or inconclusive.

Each structure is followed by: Menin-MLL TR inh, RORg inh, VP16 counter, BRCA1 expr act, PKM2 activator, ELG1 genotoxic, Giardia killer, Rab9 prom act, FLuc counter, NPC1 prom act, p53 reactivation
> O=C(COc1cc2oc(=O)c3c(c2cc1Cl)CCCC3)NCc1cccnc1
    ., -1.3%, -16.4%, 8.8%, ., 4.5%, 2.4, -1.1%, 6.8%, -15.1%, -2.7%
> Cc1ccc(C)c(NC(=S)c2ccc3ccccc3n2)c1
    -5.8%, 2µM*, 5.62µM*, 63.5%, 2.8%, ?, -4.7, 3.16µM*, 5.36µM*, ?, ?
> COc1cc(NC(=O)CNC(=O)Cn2c(C)cc3ccccc3c2=O)cc(OC)c1OC
    -21.5%, ?, -5.8%, 3.8%, ., -9.3%, 2.8, -0.5%, 0.2%, -1.9%, -0.9%
> Cc1ccsc1C(=O)N/N=C/C=C/c1ccccc1[N+](=O)[O-]
    0.1%, 5.62µM*, 5.62µM*, 55.6%, -11.1%, ?, 8.5, ?, ?, 17.4%, 5.3%
> c1ccc(-n2nnnc2-c2cccnc2)cc1
    -1.6%, 3.9%, 0.9%, 9.2%, ., 1.9%, 5.7, -0.3%, -1.4%, -0.2%, 1.2%
> CCOC(=O)c1c(C)[nH]c(C(=O)COC(=O)C(C)N2C(=O)C3CCCCC3C2=O)c1C (configuration not stated)
    -12.1%, 30.8%, -9.0%, -9.9%, -6.5%, -6.3%, -0.7, -1.3%, ?, -4.8%, -8.5%
> O=C(CCCCCNC(=S)Nc1ccc(Cl)cc1)C[N+](=O)[O-]
    ?, -10.3%, 0.0%, 1.2%, -2.0%, 1.9%, -16.1, -0.4%, -18.3%, 5.1%, -2.8%
> CCN(C(=O)c1ccc(Cl)c([N+](=O)[O-])c1)c1ccccc1
    -23.6%, ?, -18.1%, 1.1%, -6.7%, -10.1%, -22.1, 2.9%, 1.7%, -1.3%, 4.6%
> CCCS(=O)(=O)N1CCN=C1SCc1cccc(C)c1
    -14.5%, 9.1%, -6.7%, -20.2%, -1.6%, -2.8%, -16.7, 3.0%, -0.9%, -0.7%, -4.1%
> N#C/C(=C\c1cccnc1)C(=O)Nc1ccccc1[N+](=O)[O-]
    ., 40.3%, -5.1%, -18.5%, 7.9%, -16.0%, 12.8, -2.1%, 1.2%, -0.2%, -0.8%
> O=C(O)C(Cc1ccccc1)N1C(=O)/C(=C/c2ccccc2)SC1=S (configuration not stated)
    21.3%, -9.5%[10 µM], 1.3%, -20.9%, 3.2%, -3.4%, 17.0, -2.0%, 6.1%, 1.2%, 4.1%
> O=C(NCCS(=O)(=O)N1CCN(c2ccccc2)CC1)C1CC1
    ., ., ., -10.5%, ., 0.0%, -26.1, -0.5%, 0.1%, -0.2%, 7.4%
> COc1ccc2[nH]cc(C(=O)CN(C)CCc3ccc(OC)c(OC)c3)c2c1
    8.0%, ?, -2.3%, 2.5%, 9.4%, -3.5%, -7.3, -10.0%, 1.6%, -4.0%, -13.6%
> COc1ccc(CSc2nncn2C)cc1[N+](=O)[O-]
    3.4%, -6.3%, 3.1%, -4.1%, -1.0%, 9.1%, 7.2, 2.5%, 7.0%, -2.3%, 1.9%
> O=C1NC(c2ccccc2)=NC1(NS(=O)(=O)c1ccccc1)C(F)(F)F (configuration not stated)
    11.0%, 3.4%, -13.1%, -0.4%, 1.7%, -1.3%, -5.4, 2.1%, 4.5%, -0.3%, -3.7%
> O=C(NCC(c1cccnc1)N1CCN(c2ccccc2F)CC1)c1ccco1 (configuration not stated)
    -9.3%, -13.6%, 1.4%, -10.7%, 1.1%, 8.0%, 4.8, -2.4%, 1.2%, -1.6%, 1.0%
> CC(NC(=O)c1ccccc1)C(=O)N/N=C/c1ccc(O)cc1 (configuration not stated)
    -0.3%, 6.3%, 6.6%, -9.3%, 4.0%, 2.3%, -9.6, -9.1%, -3.7%, 0.7%, 10.1%
> C=CCNC(=O)c1cc(Cl)cc(Cl)c1
    -5.0%, -9.3%, 1.7%, -2.8%, 1.7%, 5.2%, 10.4, -31.2%[inhibitor], 1.7%, -1.1%, -2.1%
> Cc1cccc(NC(=O)/C=C/c2ccc(Cl)cc2)n1
    9.1%, 1.58µM*, 7.08µM*, ?, -20.5%, 1.0%, ?, 2.24µM*, 1.07µM*, 3.98µM*, ?
> CCOc1cc(C(=O)OCC(=O)NCc2ccco2)cc(OCC)c1OCC
    -2.2%, 32.5%, -0.4%, -8.9%, 2.6%, -1.2%, 6.3, -6.3%, 2.6%, -3.5%, -3.2%
> Cc1ccc(-c2nn(C)c(=O)c3ccccc23)cc1CN1CCOCC1
    -11.3%, -7.5%, 2.9%, -14.1%, 1.6%, 4.4%, -7.3, -8.9%, 1.8%, -2.6%, -15.0%
> Cc1cc(C(=O)COC(=O)c2cccnc2Cl)c(C)n1CC1CCCO1 (configuration not stated)
    -14.4%, ?, -17.5%, 33.7%, -34.2%, 0.517µM*, ?, ?, 0.239µM*, ?, -8.9%
> Cc1nn(C(C)(C)C)c(OC(=O)c2ccc3c(c2)OCO3)c1Sc1ccccc1
    4.5%, 19.3%, -0.9%, -35.5%, -1.2%, -2.7%, -18.8, -0.8%, 0.5%, 13.2%, 1.4%
> CCCSc1nnc(CSc2nc3ccccc3s2)n1-c1ccccc1
    -21.8%, -30.5%, ?, -72.6%, -1.8%, 1.1%, 16.7, -15.0%, 0.1%, 0.1%, -0.1%
> Cc1cc(-c2nnc(CCC(=O)NCc3ccc(F)c(F)c3)o2)no1
    -0.1%, -1.2%, 2.1%, -37.1%, -11.1%, -0.6%, 6.4, -3.2%, 3.0%, -5.1%, -0.3%
> O=C(Nc1nc2ccccc2[nH]1)c1ccc(OC(F)F)cc1
    7.9%, 5.62µM*, ?, 30.3%, -37.5%, 1.46µM*, ?, 0.282µM*, 0.536µM*, 0.126µM*, 26.2%
> Cc1ccc2nc(NC(=O)CCNS(=O)(=O)c3cccs3)sc2c1
    32.1%[activator], ?, 0.5%, 20.8%, -2.7%, -3.6%, -5.8, 22.0%, 12µM*, 16.8%, 26.2%
> CCOC(=O)Cn1cc(C(=O)c2ccco2)c2ccccc21
    2.5%, 3.7%, 2.6%, -0.2%, -3.6%, 2.1%, -16.2, 2.7%, ?, 3.1%, 5.4%
> CN(C)c1ccc(N2C(=NC(=O)C3CCCO3)SC3CS(=O)(=O)CC32)cc1 (configuration not stated)
    ., 28.4%, ?, 28.3%, ., 2.9%, 5.9, 5.0%, -2.9%, 5.2%, 26.2%
> COc1ccc(N/C=C/C(=C(C#N)C#N)N(C)C)cc1
    5.0%, 0.3%, 6.0%, -25.1%, -5.2%, 0.8%, -10.2, -2.0%, 1.4%, -2.9%, 3.5%
> O=C(Nn1c(O)c(C=C2N=c3ccccc3=N2)sc1=S)c1ccccc1Cl
    ?, -1.1%, -5.2%, 1.2%, 0.9%, -0.8%, -3.1, -0.9%, 15.1µM*, -0.8%, 16.6%
> O=C(NCc1cccc(C(F)(F)F)c1)c1cc(Cl)ccc1Cl
    9.7%, -4.5%, 6.1%, 0.2%, -1.8%, -0.8%, -5.7, -6.3%, -0.2%, 1.0%, -1.4%
> Cc1ccc(N2CC(C(=O)N(C)CC(=O)Nc3ccc(Cl)c(C(F)(F)F)c3)CC2=O)cc1 (configuration not stated)
    ., ., ., -57.7%, ., -4.1%, 4.1, -5.4%, -0.3%, -7.1%, -6.9%
> COc1ccccc1OCCC(=O)OCC(=O)Nc1ccc(Br)cc1
    -24.8%, ?, -1.3%, -8.4%, -6.1%, -0.7%, -7.1, -1.8%, 0.9%, -1.8%, -5.9%
> O=C(NNC(=O)C1CC1)Nc1ccc(Cl)cc1
    ., 13.0%, -6.0%, 20.5%, ., 15.6%, -26.8, 2.9%, -1.1%, -2.1%, -0.9%
> C/C(=N\N=c1/sc2ccccc2n1C)c1ccccn1
    10.5%, -119.2%, -67.2%, -8.3%, 2.2%, ?, 9.9, ?, 16.9µM*, ?, 18.7%
> CCOC(=O)C1CCN(CCC(=O)Nc2ccc(Br)cc2)CC1
    10.6%, -23.4%[1.91 µM], -4.5%, -14.8%, 0.5%, -5.9%, -11.1, -3.6%, -0.4%, -1.9%, .
> COc1ccc(C2/C=C\CN(Cc3ccncc3)CC(=O)N2Cc2ccc(F)cc2)cc1 (configuration not stated)
    ?, 29.2%&-7.5%, 0.6%&16.6%, 9.6%, -0.6%, -0.4%, 8.3&10.4, -3.6%, -0.4%, -1.2%, -3.4%

The list is partial; rates above refer to the full screens.
